Screening data deposited in PubChem BioAssay by National Center for Advancing Translational Sciences (NCATS).
ERK EGF block – inhibitors of EGF-stimulated ERK signaling pathway; HEK293-V1b, EGF-stimulated phospho-ERK AlphaScreen; Potency, µM (highest dose often 11.5 µM), without a hit: top-dose activity change, negative = inhibition, usual class: inhibitors; 0.41% of 130,000 active; active = well fitted inhibition curve with a large enough effect; inconclusive = small, poorly fitted or top-dose-only effect, or effect the other way;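 also: plate controls were stimulated vehicle wells for no effect and unstimulated vehicle basal for full effect; nearly all actives have a fitted effect of over 55% in size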
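HEK293 cells stably expressing V1b receptor, serum-reduced (1% FBS) overnight, pretreated 30 min with compound, then stimulated 5 min with 25 nM EGF; phospho-ERK detected by AlphaScreen SureFire. AC50 from Hill fits, normalized to DMSO and EGF.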
The depositor's hits bear a star; u = inconclusive; [ ] = remark or other dose. Potency is read from the fitted curve at half-maximal effect.

| SMILES | ERK EGF block |
| --- | --- |
| CN1CCN(C(=O)C2=C[C@H](C3CCCCC3)C[C@H](OCc3ccc(CO)cc3)O2)CC1 | -7%[57.5 µM] |
| O=C(NCCn1cccn1)c1ccc(OC2CCN(C(=O)C3CC3)CC2)cc1 | -9% |
| CCCCN1C(=O)C(=O)N(CC(=O)Nc2cc(OCC)c(N3CCOCC3)cc2OCC)C1=O | 0%[57.5 µM] |
| COCCN(CCOC)C(=S)Nc1ccccc1Cl | 25% |
| CCCN(C(=O)/C=C/c1ccco1)c1c(N)n(Cc2ccccc2)c(=O)[nH]c1=O | 3%[57.5 µM] |
| CNC(=S)NNC(=O)CNc1ccc(C)c(Cl)c1 | -1% |
| O=[N+]([O-])c1ccc(C2=NN(CCO)C(=Nc3ccc(OC(F)(F)F)cc3)SC2)cc1 | -10%[57.5 µM] |
| CN(c1ccc(C(=O)NCc2cccnc2)cc1)S(C)(=O)=O | -4% |
| CSc1nnc(-c2ccc(Br)s2)n1C | 32%[57.5 µM] |
| CCO[C@H]1OC(C(=O)N2CCN(Cc3ccc4c(c3)OCO4)CC2)=C[C@@H](C2CC2)[C@@H]1CCCO | -13%[57.5 µM] |
| COc1ccc(/C=C(\C#N)C(=O)ONC2=NCCCCC2)cc1 | 3% |
| O=C(CCSc1ccccc1)NC(=O)COC(=O)C1CCCCC1 | 2% |
| COc1ccccc1/C=C/C(C)=O | -7% |
| Cc1nc2ccc(NC(=O)c3ccc(Cl)nc3)cc2s1 | -8%[57.5 µM] |
| CN(C(=O)c1c(Br)cnn1C)C12CC3CC(CC(C3)C1)C2 | -4% |
| CCC(CC)C(=O)c1c[nH]c(C(=O)NCCOC)c1 | -4% |
| COc1ccc(N(CCC(=O)O)S(=O)(=O)c2ccc(C)cc2C)cc1 | -9% |
| COc1cc(OC)cc(-c2cc(N3C(=O)Nc4ccccc4N3O)n[nH]2)c1 | -6% |
| Cc1cccc(-c2cc(=O)c3cc(Br)ccc3o2)c1 | -9% |
| CCc1cccc(C)c1NC(=S)NCc1ccc2[nH]c(C)cc2c1 | 2% |
| COc1cccc(CCc2nnc(CCC(=O)N3CCN(Cc4ccccn4)CC3)o2)c1 | -10%[57.5 µM] |
| CCCCCSc1ncccc1C(=O)O | 0%[57.5 µM] |
| OCc1ccccc1O | 2% |
| S=C(NCCN1CCOCC1)NC1CCCCC1 | -5%[57.5 µM] |
| CC(C)CN(C)C(=O)CC1C(=O)NCCN1C (stereo not drawn) | 1% |

The list goes on (4 carried over from the part before).
| SMILES | ERK EGF block |
| --- | --- |
| CCCCCSc1ncccc1C(=O)O | 0%[57.5 µM] |
| OCc1ccccc1O | 2% |
| S=C(NCCN1CCOCC1)NC1CCCCC1 | -5%[57.5 µM] |
| CC(C)CN(C)C(=O)CC1C(=O)NCCN1C (stereo not drawn) | 1% |
| O=C(NN1C(=O)c2cc(Br)ccc2NC1c1ccccc1Cl)c1ccncc1 (stereo not drawn) | -13% |
| CCN(C#N)c1nc(NC(C)C)nc(NC(C)(C)C)n1 | -5% |
| O[C@@](CCN1CCCCC1)(c1ccccc1)C1CCCCC1 | -2%[25.7 µM] |
| Cn1c(=O)c2c3c(sc2n2c(SCc4ccccc4)nnc12)CCCC3 | 10% |
| COc1ccc(-c2cn3cc(Br)cnc3n2)cc1 | -5% |
| Cc1cc(N2CCOCC2)nc2ccccc12 | 12% |
| O=C(O)c1ccc(CNCc2ccc(F)cc2)cc1 | -12% |
| CCOc1ccc(NC(=O)Cc2cccc3ccccc23)c([N+](=O)[O-])c1 | -3% |
| Cc1ccc(S(=O)(=O)N2CCNC(=O)CC2)cc1 | 1% |
| Cc1ccc2c(c1)nnn2C1CCN(S(=O)(=O)c2ccc(C(=O)O)cc2)CC1 | -15% |
| CC1(C)Cc2c(sc3nc(N/N=C/c4ccccc4)[nH]c(=O)c23)CO1 | 6% |
| O=C(CNS(=O)(=O)c1ccc(Br)s1)NC1CCCc2ccccc21 (stereo not drawn) | 12% |
| Cc1ccc(N=C2CCCN2Cc2ccccc2)c(C#N)c1 | 3% |
| S=C(Nc1ccc2c(c1)OCCO2)Nc1ccc2c(c1)OCO2 | 5% |
| Cc1cc(C)c(S(=O)(=O)N2CCN(C(=O)N(C)C)CC2)c(C)c1 | -8% |
| O=C(C[n+]1ccccc1)N/N=C/c1ccco1 | 3% |
| O=c1[nH]c(SCc2ccccc2)nnc1-c1ccccc1 | 4% |
| C#CCOCCOCCOCCNc1nc(N2CCN(C(=O)[C@H](CCCCN)n3cc(C(N)COC(=O)C(F)(F)F)nn3)CC2)nc(N2CCN(C(=O)[C@H](CCCCN)n3cc(C(N)CC(C)C)nn3)CC2)n1 (stereo partly drawn) | 11%[57.5 µM] |
| COc1ccc(-c2ccc(-c3noc(-c4ccco4)n3)c(OC)n2)cc1 | 1% |
| C=CCOC(=O)N[C@H](/C(C(=O)OC)=C(\C)NCc1ccccc1)c1ccc(Br)cc1 | -1% |
| CC(=O)Nc1ccc(S(=O)(=O)N=S(C)C)cc1 | 1%[57.5 µM] |
| Cc1c(O)cc2n(c1=O)-c1ccc(Cl)cc1C2(C)C | -8% |
| COc1ccc(N(C)S(=O)(=O)c2cccc(C(=O)NC3CCCCCC3)c2)cc1 | -6% |
| COc1ccc(CNC(=O)CSc2nnc(C(F)(F)F)n2C)cc1 | -12% |
| O=C(c1ccco1)N1N=C(c2ccc(Br)cc2)CC1(O)C(F)(F)F (stereo not drawn) | -2% |

| SMILES | ERK EGF block |
| --- | --- |
| CCOC(=O)C1CCN(C(=O)Nc2ccc3nccnc3c2)CC1 | 2% |
| CC1(C)CNC(=O)CC(C)(C)N1 | -5% |
| COc1ccccc1/C=C\C=N\n1c(-c2ccc(Cl)cc2)n[nH]c1=S | 4% |
| CC(C)NS(=O)(=O)c1ccc2c(c1)NCC2 | -5% |
| O=C(N/N=C/c1ccc(OCc2ccc(F)cc2)cc1)c1ccccc1 | 3% |
| CCC(C)c1ccccc1OCCn1ccnc1 (stereo not drawn) | -11% |
| O=S(=O)(c1cccc2c(I)cccc12)N1CCCNCC1 | -5% |
| COc1cc(/C=N/NC(=O)c2cc3ccccc3cc2O)ccc1OCCN1CCCCC1 | 7% |
| CN(C)S(=O)(=O)c1ccc(C(=O)OCC(=O)c2ccc3c(c2)NC(=O)CO3)cc1 | -6%[57.5 µM] |
| O=C1C(Cc2ccc3[nH]ccc3c2)NC(=S)N1c1ccccc1 (stereo not drawn) | -4%[57.5 µM] |
| COc1ccc2oc(=O)c(C(=O)C[n+]3cccc(C)c3)cc2c1 | -6% |
| C/C(=N\Nc1ccc(Cl)c(C(=O)O)c1)c1cccc([N+](=O)[O-])c1 | 11%[57.5 µM] |
| O=C(Nc1ccccc1)OCC1CCCN2CCCCC12 (stereo not drawn) | 3%[57.5 µM] |
| Cc1ccccc1C(=O)NN1C(=O)CSC1=S | 7% |
| Cc1scc(-c2n[nH]c(=S)n2C(C)c2ccccc2)c1C (stereo not drawn) | -10% |
| COc1ccc(-c2nnn(CC(=O)N(CC(=O)NC3CCCC3)c3ccccc3)n2)cc1OC | -3% |
| Cc1nnc(SCC(=O)Nc2ccccc2F)n1Cc1ccco1 | 3%[57.5 µM] |
| CC(C)OCCCNC(=O)c1ccc(N(C)S(C)(=O)=O)cc1 | -2% |
| COc1cccc(C2=NCCc3cc4c(cc32)OCO4)c1OC | -12% |
| COc1ccc(CNC(=O)COc2ccc(C)nc2[N+](=O)[O-])cc1 | -4% |
| Cc1cc2nc(C3CCN(C(=S)NCCCOC(C)C)CC3)[nH]c2cc1C | -11% |
| COC(=O)CC1C(=O)NCCN1C(=S)NC(=O)c1sc2ccccc2c1Cl (stereo not drawn) | -5% |
| Cc1ccc(C)c(NC(=O)COc2cccc3c2CCN(Cc2ccccc2C)C3=O)c1 | -4% |
| O=C(CSc1nccc(-c2cccs2)n1)Nc1ccc(Cl)cc1 | 9%[57.5 µM] |
| CCS(=O)(=O)N1CCC[C@H]2CN3CCc4cc(OC)ccc4[C@@H]3C[C@@H]21 | 3% |

| SMILES | ERK EGF block |
| --- | --- |
| C/C=C(/C)C(=O)O[C@@H]1[C@H](OC(=O)C=C(C)C)c2c(ccc3ccc(=O)oc23)OC1(C)C | -5% |
| O=C(NC1CCCCC1)C(=S)N1CCOCC1 | -2% |
| CC(Oc1ccccc1)C(=O)N1CCN=C1SCc1ccccc1 (stereo not drawn) | -3% |
| CCCCNC(=O)c1cc([N+](=O)[O-])[nH]n1 | 3% |
| CCOc1ccccc1NC(=O)C(NCC1CCCCC1)c1ccccc1 (stereo not drawn) | 5% |
| O=C(O)c1nccnc1C(=O)Nc1ccccc1N1CCOCC1 | 11%[57.5 µM] |
| CCOC(=O)N1CCN(S(=O)(=O)c2ccc(F)c(C(=O)Nc3cccc(Cl)c3C)c2)CC1 | -5% |
| CCCC(=O)Oc1ccc(N(C(=O)CCC)S(=O)(=O)c2cccs2)cc1 | -3% |
| CCN(CC)S(=O)(=O)c1cc(OCC(N)=O)c(C)cc1Cl | -14% |
| COC(=O)c1cc(CNC(=O)c2cccc(Cl)c2Cl)ccc1OC | 3% |
| CC(C)[N+]1(C)C2CCC1CC(OC(=O)C(CO)c1ccccc1)C2 (stereo not drawn) | 13% |
| Cc1cccc(C(=O)Nc2ccccc2C(=O)OCC(=O)Nc2ccc(C#N)cc2)c1 | 2% |
| COc1ccc(Oc2ccc(C(F)(F)F)cc2NC(=O)c2ccc(F)cc2)cc1 | -10%[57.5 µM] |
| CC(C)CC(C(=O)O)N1C(=O)C2C3CC(C2C1=O)C1C(c2ccccc2)c2sc(=O)[nH]c2SC31 (stereo not drawn) | 10% |
| O=C(O)c1cc(-c2ccc(/C=N/N3C(=O)C4C5C=CC(CC5)C4C3=O)o2)ccc1Cl (stereo not drawn) | 5% |
| COc1ccccc1N1CCN(C(=O)c2coc(=O)c(Br)c2)CC1 | 0%[57.5 µM] |
| COc1cc(/C=C/C(=O)O)cc(S(=O)(=O)NC2CC2)c1OC | 5% |
| COc1ccc(OC(C)C(=O)NCCC2=CCCCC2)cc1 (stereo not drawn) | -17% |
| O=C(N/N=C/c1cccc2nccnc12)c1ccncc1 | 12%[57.5 µM] |
| CC1(N2CCCCC2)C(=O)c2ccccc2C1=O | 20% |
| COc1ccc(NC(=O)NCCCN2CCC(Cc3ccccc3)CC2)cc1 | 5%[57.5 µM] |
| CN1C(=O)/C(=C\c2ccco2)N=C1c1ccc(Cl)cc1Cl | 5%[57.5 µM] |
| Cn1cccc1C(=O)NC(=O)COC(=O)CNC(=O)CNC(=O)c1ccc(Cl)cc1Cl | -2% |
| COc1cc(/C=C2\SC(=O)N(c3ccc(O)cc3)C2=O)cc(OC)c1OC | u |
| O=C(NC1CCCCC1)c1ccccc1C(F)(F)F | 3% |

| SMILES | ERK EGF block |
| --- | --- |
| CCOC(=O)c1c(C2CC2)csc1NC(=O)COC(=O)c1ccc[n+]([O-])c1 | 5% |
| Cc1cccc(NCc2nnc(-c3ccccc3)o2)c1C | -1% |
| NC(=S)c1cc2cc(Cl)ccc2oc1=O | -13%[57.5 µM] |
| CCc1nn(CC(=O)NCCCN2CCc3ccccc3C2)c(=O)c2cc3sccc3n12 | 3% |
| CN(C)S(=O)(=O)c1ccc(Cl)c(NC(=O)COC(=O)CC(NC(N)=O)c2ccc(Cl)cc2)c1 (stereo not drawn) | 10%[57.5 µM] |
| Cc1cc(C)c(C)c(S(=O)(=O)N2CCN(C(=O)CCC(=O)N3CCOCC3)CC2)c1C | -4%[57.5 µM] |
| Cc1ccsc1/C=C(/C#N)C(=O)NCc1ccccc1 | 0% |
| O=C(COC(=O)C1=COCCO1)Nc1ccc(OC(F)F)cc1 | 0% |
| CC1Cc2nc(SCC(=O)Nc3ccccc3F)n(C)c(=O)c2S1 (stereo not drawn) | 3% |
| O=C(N/N=C/c1cnc(N2CCCCC2)s1)c1ccc(Cl)cc1 | -1% |
| COc1ccc(Cl)cc1NC(=O)CN(C)Cc1ccc(OC)c(OC)c1 | 2% |
| Cc1ccc(S(=O)(=O)Nc2ccc(Cl)cc2C(=O)c2ccc(F)cc2)cc1 | -1% |
| O=C(COc1ccc(C2SCCS2)cc1)NNC(=O)C(Cl)Cl | -3%[57.5 µM] |
| COCCN(C(=O)CSc1ncc(C(F)(F)F)cc1Cl)c1c(N)n(Cc2ccccc2)c(=O)[nH]c1=O | -10% |
| CC1(C)NC(=O)N(CC(=O)OCC(=O)Nc2cccc(S(N)(=O)=O)c2)C1=O | -8% |
| Cc1ccc(C(=O)NC(=S)Nc2ccc(N3CCOCC3)cc2)cc1C | u |
| CC(C)(C)OC(=O)NCCCCC1=CC2=CC(=O)C(C)(O)C(=O)C2=CO1 (stereo not drawn) | -10% |
| Clc1cncc(Cl)c1N/N=C/c1ccccc1 | -5%[57.5 µM] |
| COc1ccccc1-n1cnnc1SCC(=O)Nc1cccnc1Cl | 1% |
| O=C(N/N=C(/CC(=O)c1cccs1)C(F)(F)F)c1ccc(O)cc1 | -5% |
| Cc1cc(=O)[nH]c(SCC(=O)NCC2CCCO2)n1 (stereo not drawn) | 13%[57.5 µM] |
| Cc1nn(-c2ccccc2)c(Cl)c1/C=N/N1CCN(c2ccccn2)CC1 | u |
| O=C(NC(=S)Nc1ccc2oc(-c3ccncc3)nc2c1)c1ccccc1F | -9% |
| Cc1cc(C)c(NC(=O)COc2nc3ccccc3nc2C)c(C)c1 | -1% |
| S=c1[nH]nc(Cc2ccccc2)n1-c1ccc(Cl)cc1 | 7% |

Arranged by SMILES length (falling): some entries from above
| SMILES | ERK EGF block |
| --- | --- |
| COCCN(C(=O)CSc1ncc(C(F)(F)F)cc1Cl)c1c(N)n(Cc2ccccc2)c(=O)[nH]c1=O | -10% |
| CN(C)S(=O)(=O)c1ccc(Cl)c(NC(=O)COC(=O)CC(NC(N)=O)c2ccc(Cl)cc2)c1 (stereo not drawn) | 10%[57.5 µM] |
| CC1(C)NC(=O)N(CC(=O)OCC(=O)Nc2cccc(S(N)(=O)=O)c2)C1=O | -8% |
| CC(C)(C)OC(=O)NCCCCC1=CC2=CC(=O)C(C)(O)C(=O)C2=CO1 (stereo not drawn) | -10% |
| NC(=S)c1cc2cc(Cl)ccc2oc1=O | -13%[57.5 µM] |

A portion of the library, so the mix of outcomes need not match the whole.
